# Yeast superoxide: yeast age-related superoxide inhibition as caloric restriction mimetic; 330,000 compounds, 0.18% hits; S. cerevisiae aged cells, superoxide DHE fluorescence; hits give low values; superoxide response (% of plate mean), % at 10 µM;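 active = superoxide response under a set limit, about three screen SD below normal, cut at about 65% in these data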;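 note: yeast aged for seven days with compound at 30 °C before DHE staining; 100% = average MFI of all compound-treated wells on the plate with controls excluded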
# GRK2 inh: inhibitors of human GRK2 displacing RNA aptamer. P25098. 330,000 compounds, 0.59% hits. inhibition of aptamer binding, % at 10 µM. bead flow cytometry, FAM-aptamer displacement from GRK2;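 active = inhibition of aptamer binding above 40%, roughly 3 SD of noise, on plates passing a quality check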;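 note: median bead fluorescence of bound FAM aptamer so fluorescent compounds give negative values; no value below 0 was filed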
# Target sequence (P25098 whole entry, looked up): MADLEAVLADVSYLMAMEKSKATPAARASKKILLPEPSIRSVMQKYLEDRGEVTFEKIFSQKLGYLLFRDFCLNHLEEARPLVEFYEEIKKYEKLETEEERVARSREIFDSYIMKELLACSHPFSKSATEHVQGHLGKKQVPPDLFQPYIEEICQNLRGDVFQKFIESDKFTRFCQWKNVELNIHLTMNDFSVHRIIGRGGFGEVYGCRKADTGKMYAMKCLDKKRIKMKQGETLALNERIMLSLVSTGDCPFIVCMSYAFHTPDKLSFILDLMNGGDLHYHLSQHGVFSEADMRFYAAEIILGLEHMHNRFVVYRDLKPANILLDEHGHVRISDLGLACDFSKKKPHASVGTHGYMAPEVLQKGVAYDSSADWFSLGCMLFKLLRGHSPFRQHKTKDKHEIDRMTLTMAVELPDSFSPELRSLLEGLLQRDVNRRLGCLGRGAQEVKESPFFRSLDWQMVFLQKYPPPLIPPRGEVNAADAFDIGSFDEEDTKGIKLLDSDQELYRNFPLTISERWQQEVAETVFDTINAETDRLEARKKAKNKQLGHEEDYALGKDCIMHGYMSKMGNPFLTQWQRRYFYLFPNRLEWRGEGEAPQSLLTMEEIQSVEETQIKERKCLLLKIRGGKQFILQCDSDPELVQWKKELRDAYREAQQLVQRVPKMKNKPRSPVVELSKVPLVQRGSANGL
# MEP2 TOR yeast: alters MEP2-GFP fluorescence in TOR pathway yeast screen. GFP response vs DMSO, % at 10 µM. S. cerevisiae MEP2-GFP strain, flow cytometry GFP, 3 h; 100% = DMSO control level. 330,000 compounds, 0.51% hits. AID 2016;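 active = GFP response versus DMSO above a set limit, roughly screen mean plus 3 SD, cut at about 180% in these data; inconclusive = fewer than 70 cells counted for a yeast strain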;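 note: median GFP fluorescence of the barcode-gated MEP2-GFP cells per well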
# LAP4-GFP MLPCN: modulators of TOR pathway LAP4-GFP in S. cerevisiae; S. cerevisiae LAP4-GFP multiplex, flow cytometry GFP, 3 h; median GFP as percent of DMSO wells; GFP response vs DMSO, % at 10 µM; 320,000 compounds, 0.34% hits; AID 2023;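 active = GFP response vs DMSO above a set limit, about the screen mean plus 3 SD, cut at about 150% in these data; inconclusive = under 70 cell events counted for the yeast strain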
# VLA-4 inh: inhibition in a human VLA-4 binding assay | P13612 | VLA-4 expressing cells, ligand binding flow cytometry | inhibition, % (about 7 µM as worked out from the volumes in the protocol) | 330,000 compounds, 0.2% hits | AID 2557; in the data active = inhibition above about 50%
# RPL19A TOR yeast: alters RPL19A-GFP fluorescence in TOR pathway yeast screen; 330,000 compounds, 0.3% hits; percent response vs DMSO, % at 10 µM; S. cerevisiae RPL19A-GFP strain, flow cytometry, 3 h; hits give low values;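 active = percent response vs DMSO below 50%; inconclusive = fewer than 70 events counted for the yeast strain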;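 note: median channel GFP fluorescence of the barcoded RPL19A-GFP strain; ratio of sample median GFP to plate DMSO average so 100% = DMSO; lower means less RPL19A-GFP as with rapamycin TOR inhibition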
# AGP1-GFP MLPCN: alters AGP1-GFP fluorescence in TOR pathway yeast screen; S. cerevisiae AGP1-GFP multiplex flow cytometry, 3 h; GFP as percent of DMSO wells; GFP response vs DMSO, % at 10 µM; 320,000 compounds, 0.02% hits;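 active = GFP response relative to DMSO above a set limit, near screen average plus 3 SD, cut at about 150% in these data; inconclusive = fewer than 70 cells counted for the yeast strain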;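 note: median GFP channel fluorescence of the gated AGP1 strain per well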
# CIT2-GFP yeast: yeast TOR pathway CIT2-GFP modulation; AID 2029; GFP response vs DMSO, % at 10 µM; S. cerevisiae CIT2-GFP strain, flow cytometry, 3 h; 100 means same as DMSO wells; 320,000 compounds, 0.065% hits;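 active = GFP response relative to DMSO above a set limit, near the screen mean plus 3 SD, cut at about 150% in these data; inconclusive = Fewer than 70 cells measured for a yeast strain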;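 note: ratio of well median GFP fluorescence to mean of DMSO wells on the plate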
# * = called active by the depositor; i = inactive; u = inconclusive; x = not tested or not shown; [ ] = dose if it differs, or a comment.
cpd	Compound	Yeast superoxide	GRK2 inh	MEP2 TOR yeast	LAP4-GFP MLPCN
1	COc1cccc(C(=O)Nc2ccccc2N2CCN(C(=O)c3ccccc3)CC2)c1	87	0	150[may fluoresce violet]	76[may fluoresce violet]
2	CNC(=O)c1[nH]cnc1C(=O)N[C@@H](C)C(=O)OCc1ccccc1	110	3	99	103
3	CN1C(=O)c2ccccc2N(C)C1c1cccs1 (stereo unspecified)	100	1	78	78
4	CN(C)S(=O)(=O)c1ccc(C(=O)Nc2cccc(S(=O)(=O)NC3=NCCC3)c2)cc1	96	2	104	95
5	CC(OC(=O)CCN=C1NS(=O)(=O)c2ccccc21)C(=O)Nc1ccc(N(C)C)cc1 (stereo unspecified)	105	0	106	115
6	CC(=O)c1ccc(N2CCN(C(=S)Nc3cc(C)ccc3C)CC2)cc1	97	0	106	101
7	Cc1ccc(S(=O)(=O)N2CCOCC2)cc1C(=O)N1C(=O)c2cccc(N)c2C1=O	100	6	103	103
8	COc1ccc(CCNC(=O)c2cc3cccc(OC)c3oc2=O)cc1OC	93	3	101	94
9	O=C(Nc1ccc(S(=O)(=O)N2CCOCC2)cc1)c1ccc(Cl)cc1	90	0	100	99
10	COC(CNC(=O)C(=O)Nc1cc2c3c(c1)CCN3C(=O)CC2)OC	75	0	98	98
11	Cc1cc(C)n(CCOc2nonc2N)n1	93	19	98	102
12	COc1ccc([C@@H]2CC=C(C(=O)O)[C@H](c3cccc(Cl)c3)N2S(=O)(=O)c2ccc(Cl)cc2)cc1	89	4	90	129
13	C=CCN1C(=O)c2ccc(C(=O)Nc3ccccn3)cc2C1=O	102	0	99	107
14	N#C/C(=C\Nc1ccccc1SC(F)(F)F)c1nc(-c2ccc(Cl)cc2)cs1	95	12	112	86
15	C[C@H](NC(=O)C1CC(=O)N(c2ccc3c(c2)OCCO3)C1)C(=O)NC1CCCC1 (stereo partly specified)	104	0	102	101

cpd	VLA-4 inh	RPL19A TOR yeast	AGP1-GFP MLPCN	CIT2-GFP yeast
1	-10	90[may fluoresce violet]	12[may fluoresce violet]	u
2	-8	108	90	89
3	0	89	83	89
4	2	96	95	97
5	-16	105	114	100
6	0	105	101	101
7	2	100	106	102
8	4	98	94	95
9	6	97	100	94
10	10	100	101	99
11	9	97	101	106
12	-10	97	88	110
13	1	102	109	106
14	5	103	93	93
15	16	99	104	100

# Later entries.
cpd	Compound	Yeast superoxide	GRK2 inh	MEP2 TOR yeast	LAP4-GFP MLPCN
16	COc1ccc(Cl)cc1C(=O)O/N=C(\N)c1ccc(Cl)cc1	92	4	86	114
17	CCCCCn1c(=O)[nH]c2cc(C(=O)N3CCN(C(=O)OCC)CC3)ccc2c1=O	97	0	104	90
18	Cc1ccc2nc(-c3ccc(NS(=O)(=O)c4ccccc4)cc3)sc2c1	107	2	113	106
19	Cc1cc(C)c(OCC(=O)Nc2ccccn2)c([N+](=O)[O-])c1	80	0	97	89
20	O=c1[nH]c(O)c(/C=C2\C=Nc3ccc(Br)cc32)[nH]1	111	4	98	77
21	Cc1cccc(-n2c(Cc3cc(=O)[nH]c(=O)[nH]3)nnc2SC(C)C)c1	99	0	88	89
22	CCNC(=O)Nc1ccc(OC)cc1OC	100	0	130	114
23	O=C(N1CCCCC1)C12CC3CC(C1)CC(C(=O)N1CCCCC1)(C3)C2	94	3	111	101
24	CC(C)n1c(/C=C/c2ccccc2)nc2ccccc21	68	2	103	101
25	CC[C@@H](C)[C@H](NS(=O)(=O)c1ccc(C)cc1)C(=O)N1CCC(C(=O)NCC(=O)O)CC1	87	2	104	97
26	COc1nccc(-c2ccc(F)cc2)c1C#N	98	2	98	119
27	CON(C)c1nc(NCC(C)C)nc(OCC#N)n1	111	0	100	94
28	CCCCn1nnnc1SCC(=O)Nc1ccc2c(c1)OCO2	111	0	98	102
29	O=C(NC1CCSc2ccccc21)c1cc(S(=O)(=O)N2CCOCC2)ccc1F (stereo unspecified)	108	2	103	71
30	CCOC(=O)/C(C#N)=C1\C(=O)N(Cc2ccccc2)c2ccccc21	83	3	92	104

cpd	VLA-4 inh	RPL19A TOR yeast	AGP1-GFP MLPCN	CIT2-GFP yeast
16	-13	93	67	106
17	-4	101	81	88
18	4	100	95	104
19	12	95	89	91
20	4	104	100	110
21	23	98	98	94
22	1	107	104	110
23	-5	99	104	112
24	0	100	95	100
25	-4	103	99	95
26	1	98	101	88
27	-7	101	109	102
28	11	97	97	97
29	12	109	85	117
30	35	101	102	105

# Next part
cpd	Compound	Yeast superoxide	GRK2 inh	MEP2 TOR yeast	LAP4-GFP MLPCN
31	O=C(O)CC12CC3CC(C1)CC(n1ncc(NCC4CCCO4)c(Cl)c1=O)(C3)C2 (stereo unspecified)	90	3	98	100
32	CC(NC(=O)c1ccc(C23CC4CC(CC(C4)C2)C3)cc1)C(=O)O (stereo unspecified)	111	2	104	108
33	CCOc1ccc(CCNS(=O)(=O)c2cn(C)cn2)cc1OCC	113	1	109	111
34	Cc1noc(C)c1C(=O)Nc1nc(C23CC4CC(CC(C4)C2)C3)cs1	89	1	116	105
35	C=CCOC(=O)C1=C(C)NC(=O)NC1c1ccc(O)cc1 (stereo unspecified)	103	4	106	99
36	CC1=[N+](C)N(c2ccccc2)C(=O)C1N=Cc1ccc(Cl)cc1 (stereo unspecified)	95	0	103	94
37	CCCCCN1CC(=O)N2C(C)c3[nH]c4ccccc4c3C[C@H]2C1=O (stereo partly specified)	93	0	110	102
38	Cn1cc(Cl)c(C(=O)NC2CCCCCC2)n1	96	0	93	90
39	Cc1ccccc1OCC(=O)Nc1ccc2c(c1)COC2=O	91	2	98	98
40	O=C(NC1CCCC1)c1ccc(Br)c(S(=O)(=O)N2CCCCC2)c1	105	4	112	94
41	Cc1ccc(OCC(=O)Nc2ccc(NC(=O)c3ccco3)cc2)c(C)c1	103	0	117	95
42	O=C(NCc1ccc(OC(F)(F)F)cc1)c1cccc2c1C(=O)c1ccc(N3CCC(Cc4ccccc4)CC3)cc1S2(=O)=O	107	0	111	103
43	CC1(NC(=O)Cc2c(F)cccc2Cl)CCS(=O)(=O)C1 (stereo unspecified)	94	0	97	93
44	CCN1C(=O)/C(=C\N2CCN(c3ccccc3)CC2)SC1=S	92	1	105	103
45	CC(C)(CO)CNC(=O)c1ccc(OC2CCN(C(=O)C3CC3)CC2)cc1	97	2	117	106

cpd	VLA-4 inh	RPL19A TOR yeast	AGP1-GFP MLPCN	CIT2-GFP yeast
31	5	103	103	93
32	-3	96	96	82
33	1	110	105	119
34	-5	109	106	99
35	1	104	105	101
36	21	97	99	98
37	4	103	92	96
38	-7	94	91	94
39	2	96	90	91
40	0	93	93	104
41	5	108	107	94
42	i	97	106	108
43	2	97	87	79
44	-4	99	100	102
45	9	79	96	98

# A portion from further up, for reference:
cpd	Compound	Yeast superoxide	GRK2 inh	MEP2 TOR yeast	LAP4-GFP MLPCN
41	Cc1ccc(OCC(=O)Nc2ccc(NC(=O)c3ccco3)cc2)c(C)c1	103	0	117	95
42	O=C(NCc1ccc(OC(F)(F)F)cc1)c1cccc2c1C(=O)c1ccc(N3CCC(Cc4ccccc4)CC3)cc1S2(=O)=O	107	0	111	103

cpd	VLA-4 inh	RPL19A TOR yeast	AGP1-GFP MLPCN	CIT2-GFP yeast
41	5	108	107	94
42	i	97	106	108

# Quoted from the listing:
# Value for cpd 31 under VLA-4 inh: 5
# Value for cpd 40 under AGP1-GFP MLPCN: 93
# Value for cpd 41 under CIT2-GFP yeast: 94
# Value for cpd 39 under LAP4-GFP MLPCN: 98
# Value for cpd 45 under AGP1-GFP MLPCN: 96

# Ordered by length of the SMILES (smallest number first): some entries from above.
cpd	Compound	Yeast superoxide	GRK2 inh	MEP2 TOR yeast	LAP4-GFP MLPCN
39	Cc1ccccc1OCC(=O)Nc1ccc2c(c1)COC2=O	91	2	98	98
33	CCOc1ccc(CCNS(=O)(=O)c2cn(C)cn2)cc1OCC	113	1	109	111
41	Cc1ccc(OCC(=O)Nc2ccc(NC(=O)c3ccco3)cc2)c(C)c1	103	0	117	95
31	O=C(O)CC12CC3CC(C1)CC(n1ncc(NCC4CCCO4)c(Cl)c1=O)(C3)C2 (stereo unspecified)	90	3	98	100

cpd	VLA-4 inh	RPL19A TOR yeast	AGP1-GFP MLPCN	CIT2-GFP yeast
39	2	96	90	91
33	1	110	105	119
41	5	108	107	94
31	5	103	103	93

# Following part.
cpd	Compound	Yeast superoxide	GRK2 inh	MEP2 TOR yeast	LAP4-GFP MLPCN
46	CC(=O)Nc1ccc(NC(=O)C(C)OC(=O)C2(c3ccc(F)cc3)CCCC2)cc1 (stereo unspecified)	85	0	96	92
47	Cc1cc(C)nc(-n2nc(C)cc2NC(=O)CN2CCCC2)n1	92	0	97	90
48	Cc1ccc2sc(N3CCN(C(=O)C4=COCCO4)CC3)nc2c1C	100	0	101	111
49	Cc1cc(C)n(-c2nc(-c3ccc(Cl)c(Cl)c3)cs2)n1	90	0	104	103
50	COc1cc2c(cc1OC)C(C(=O)Nc1ccccc1N1CCN(C)CC1)C1c3ccccc3CCN1C2=O (stereo unspecified)	88	6	99	109
51	COc1cc(OC)cc(C(=O)N2CCC(n3c(C)nc4cc(F)ccc43)CC2)c1	93	3	102	100
52	COC(=O)Nc1[nH]ncc1[N+](=O)[O-]	91	5	102	105
53	COc1ccc(NS(=O)(=O)c2cccc(NC(=O)C34CCC(CC3)C4)c2)cc1	87	0	106	99
54	O=C(NNc1nc(-c2ccccc2)cs1)c1cccs1	72	0	98	108
55	CCOc1ccccc1NC(=O)CCCCCN1C(=O)[C@@H]2Cc3ccccc3CN2C1=O	91	11	110	96
56	COC(=O)CSc1ccc2nnc(-c3ccc(F)cc3)n2n1	83	0	103	103
57	N#CC1=C(N)C(C#N)(C#N)[C@H](c2ccsc2)[C@H]2COCC=C12	94	3	103	98
58	N#CN=C(N)c1ccccc1	118	1	102	104
59	COc1ccc(NC(=O)COC(=O)CCc2ccc(S(=O)(=O)N3CCOCC3)cc2)cc1OC	100	0	102	112
60	COC(=O)c1ccc(NC(=O)COC(=O)CSc2nc(C)cc(C)n2)cc1	108	2	100	96

cpd	VLA-4 inh	RPL19A TOR yeast	AGP1-GFP MLPCN	CIT2-GFP yeast
46	-9	99	102	96
47	-2	97	97	93
48	11	95	96	83
49	-11	100	107	98
50	4	100	105	98
51	11	101	105	103
52	-2	102	109	114
53	6	100	101	101
54	-8	96	102	85
55	15	90	88	94
56	11	103	104	109
57	23	99	104	96
58	30	98	103	100
59	2	97	100	94
60	-2	93	94	95

# (next part)
cpd	Compound	Yeast superoxide	GRK2 inh	MEP2 TOR yeast	LAP4-GFP MLPCN
61	CN(C)c1ccc(NC(=O)COC(=O)CCC(=O)c2ccc(F)cc2)cc1	106	0	100	87
62	CCOc1ccc(S(=O)(=O)NCc2ccc3c(c2)OCO3)cc1C	101	1	108	93
63	C/C(=N\Nc1cc(C)nc(-c2ccccc2O)n1)c1ccccc1O	96	0	102	110
64	COc1cc(/C=N/NC2=NS(=O)(=O)c3ccccc32)ccc1OC(C)=O	103	0	93	88
65	O=c1c(N2CCOCC2)nsnc1N1CCOCC1	119	1	106	109
66	COc1ccc(CCCc2nnc(SCC(=O)Nc3ncc(C)s3)o2)cc1	98	0	105	103
67	CCC(CC)C(=O)Nc1cccc(C(=O)c2ccccc2)c1	100	10	106	92
68	CCn1nccc1C(=O)Nc1ccc(S(=O)(=O)NC23CC4CC(CC(C4)C2)C3)cc1	114	3	109	101
69	Clc1ccc(-c2nc3ccccc3n2OCc2ccccc2)cc1	101	0	106	101

cpd	VLA-4 inh	RPL19A TOR yeast	AGP1-GFP MLPCN	CIT2-GFP yeast
61	8	97	97	97
62	-22	107	104	107
63	4	97	100	94
64	49	101	102	99
65	-2	106	x	114
66	6	101	103	98
67	1	93	99	97
68	8	103	101	108
69	-2	98	100	100

# Source: PubChem (NMMLSC)
